# Growth percent in the NCI-60 one-dose screen (48 h, 10 µM unless noted): 100 = growth as untreated, 0 = no growth, -100 = all killed.
# A549/ATCC: A549/ATCC NSCLC; actives 3.7% (n = 81,000)
# MOLT-4: MOLT-4 leukemia cells; actives 6.9% (n = 80,000); AID 1794779
# RPMI-8226: RPMI-8226 leukemia cells | actives 7.5% (n = 77,000) | AID 1794781
# HOP-62: HOP-62 NSCLC; actives 3.9% (n = 80,000); AID 1794735
# EKVX: EKVX NSCLC. actives 3% (n = 71,000). AID 1794765
# M14: M14 melanoma. actives 6.2% (n = 80,000). AID 1794745
# CCRF-CEM: CCRF-CEM leukemia | actives 7% (n = 77,000) | AID 1794778
# HOP-92: HOP-92 NSCLC cells | actives 6.3% (n = 71,000) | AID 1794738
# * hit, by the source's call; x = no result given; & = joins results of further samples. The calls were made as follows: active = growth percent below 10; inactive = the rest. Only part of the results is shown; count on the stated rates, not on these rows.
# The opening 3 records (preview)
SMILES,A549/ATCC,MOLT-4,RPMI-8226,HOP-62,EKVX,M14,CCRF-CEM,HOP-92
CC(=O)c1c(C)n(CCCCl)c2c1c(-c1ccc3c(c1)OCO3)nc1ccccc12,84,52,67,80,73,94,58,87
O=C(O)C(F)F,x,102,114,87,101,107,110,107
CC(Cc1ccc2c(c1)OCO2)NN (stereo not given),83,78,92,74,84,97,84,77

# The whole of this part (from the top)
SMILES,A549/ATCC,MOLT-4,RPMI-8226,HOP-62,EKVX,M14,CCRF-CEM,HOP-92
CC(=O)c1c(C)n(CCCCl)c2c1c(-c1ccc3c(c1)OCO3)nc1ccccc12,84,52,67,80,73,94,58,87
O=C(O)C(F)F,x,102,114,87,101,107,110,107
CC(Cc1ccc2c(c1)OCO2)NN (stereo not given),83,78,92,74,84,97,84,77
CC1CCN(C(CC(=O)c2ccccc2)C(=O)c2ccccc2)CC1 (stereo not given),99,75,89,105,101,99,51,83
O=S(=O)(O)c1ccc(-c2ccc([As](=O)(O)O)cc2)cc1,94,101,102,99,101,100,100,-91*
COc1cc(NC(C)CCCNC2CN3CCC2CC3)c2ncccc2c1 (stereo not given),95,74,73,76,71,51,78,47
COC(=O)C1=CCCN(C)C1,101,98&105,106,109,99&98,100&98,102,77
NCC(CC(=O)O)c1ccc(Cl)cc1 (stereo not given),94,100,96,100,101,102,103,89
CNC(=O)Oc1cccc(CN(C)C)c1,99,101,98,99,x,97,96,84
O=C(O)C(O)c1ccc(Cl)cc1 (stereo not given),96&107,113,92&111,107,120&102,104&100,106,112
CC(C)c1cc(Br)cc(C(C)C)c1OCCN(C)C,96,99,94,90,87,97,100,78
Oc1ccc2ccc3cccc4ccc1c2c34,85,80,92,89,102,112,96,102
CC(C)CC(N(C)C)C1(c2ccc(Cl)cc2)CCC1 (stereo not given),89,108,107,113,94,112,119,63
O=C1NC(=S)S/C1=C\c1ccc(N(CCCl)CCCl)cc1,x,95,84,123,106,104,87,69
O=C1NC(=S)NC(=O)C1=C/C=C/c1ccccc1,100,102,95,99,x,105,90,63
CN(N=O)C(=O)C(=O)N(C)N=O,100,112,97,96,x,102,95,83
CC(=O)Nc1ccc(/C=C/c2ccc(N=C=S)cc2S(=O)(=O)O)c(S(=O)(=O)O)c1,94,100,100,100,x,99,97,92
COCCOCCOCCOc1ccc(-n2cc(-c3ccc(O[C@H]4O[C@@H]5OC6(C)CC[C@H]7[C@H](C)CC[C@@H]([C@H]4C)[C@@]57OO6)cc3)nn2)cc1,60,21,21,74,27,32,54,83
CCOC(=O)C1=C(N)Oc2c(c(=O)oc3ccccc23)C1c1cc(=O)oc2c1ccc1ccccc12 (stereo not given),89,92,96,78,86,100,102,83
CCOC(=O)NC(O)C(Cl)(Cl)Cl (stereo not given),99,92,101,87,105,97,100,70
CCCC1(C(=O)OCC)CCOC1=O (stereo not given),90,92,87,91,86,100,64,81
O=C(NCCCOc1ccc([N+](=O)[O-])cc1Cl)Nc1ccc(S(=O)(=O)F)cc1,90,80,85,60,x,103,86,x
C=C1CC2C(CC[C@]3(C)C(=O)CCC23)[C@@]2(C)C=CC(=O)C=C12 (stereo not given in full),90,87,98,110,102,100,97,x
COc1ccc2c3c([nH]c2c1)C(C)=NCC3,103,103,92,96,93,85,117,79
Clc1c2ccccc2c(Cl)c2ccccc12,100,114,107,111,118,112,113,x
CC(C)c1cccc(C(C)C)c1OCCN1CCCC1,94,98,106,97,96,97,100,91
O=C1c2ccccc2C(=O)C1C(=O)C(c1ccccc1)c1ccccc1,93,105,99,x,104,91,105,62
COc1cc(-c2ccc(N)c(OC)c2)ccc1N,108,173,97,96,96,113,113,110
O=C(/C=C/c1sc(N(CCCl)CCCl)nc1Cl)c1ccccc1,84,84,x,84,92,98,87,x
NC(CCl)CCl,102,105,99,-100*,x,95,x,109
Oc1c(Cl)cc(Cl)cc1CCl,94,85,100,110,102,118,100,95
Nc1nn[nH]n1,93&92,91&102,106&103,104&97,106,106&106,106&103,93
O=[N+]([O-])C(Br)(CO)CO,98,90,102,106,102,101,85,x
c1ccc2c(c1)oc1ccccc12,96,92,105,97,x,105,110,109
CCCOC(=O)N[C@H]1CCc2c(Br)c(OC)c(OC)c(OC)c2-c2ccc(SC)c(=O)cc21,18,11,-9.2*,41,40,-26*,5.1*,-4.0*
C=CCc1cc(-c2cc(CC=C)c(O)c(CNCCCl)c2)cc(CNCCCl)c1O,90,93,106,93,105,102,102,74
COc1ccc(NP2(=O)NCCCN2)cc1,105,95,111,106,110,110,103,x
O=S(=O)(O)CCBr,96,99,106,x,x,105,115,87
COC(=O)[C@@H](C)C[C@H](Cc1ccccc1)NC(=O)c1cccc([C@@H](C[C@H](C(C)C)N(C)C(=O)[C@@H](NC(=O)[C@H]2CCCCN2C)C(C)C)OC(C)=O)n1,14,11,22,23,34,-11*,7.4*,54
CC(=O)N1N=C(c2ccc(Cl)cc2)CC1c1sc(N(CCCl)CCCl)nc1Cl (stereo not given),79,65,x,78,81,101,87,x
ClC1=C(Cl)C2(Cl)C3COCC3C1(Cl)C2(Cl)Cl (stereo not given),96,112,93,102,111,100,94,84
O=C1OC(c2cccnc2)=N/C1=C\c1cccnc1,110,93,80,99,x,91,109,86
Nc1ccc(S(=O)(=O)F)cc1,102,93,99,109,112,107,x,110
CC[N+](C)(CC)CCOC(=O)C(O)(c1ccccc1)c1ccccc1,104,105,108,106,117,102,102,70
C[C@H]1[C@H](OC(=O)CCC(=O)N(CCCc2cn(-c3cc4ccc(O)cc4oc3=O)nn2)CCNc2ccnc3cc(Cl)ccc23)O[C@@H]2OC3(C)CC[C@H]4[C@H](C)CC[C@@H]1[C@@]24OO3,79,19,31,68,63,64,44,49
CCCCCCNP(=O)(OCC)OCC,104,101,113,101,107,109,124,122
CN(CCC#N)C1=Nc2ccc(Cl)cc2C(c2ccccc2)=[N+]([O-])C1,96,76,96,92,102,103,92,90
N#Cc1ccc(NC(=O)N2CC2)cc1,98,122,107,108,102,97,108,79
COC1C(O)CC(OC2CC(Oc3cc4cc5c(c(O)c4c(O)c3C)C(=O)[C@@H](OC3CC(OC4CC(OC6CC(C)(O)C(OC(C)=O)C(C)O6)C(O)C(C)O4)C(O)C(C)O3)[C@H]([C@H](OC)C(=O)[C@@H](O)[C@@H](C)O)C5)OC(C)C2OC(C)=O)OC1C (stereo not given in full),-64*,1.8*,-31*,-12*,-13*,-86*,-9.0*,-20*
CN1C2CCC1CC(=O)C2,94,106,101,95,x,105,94,x
CC(/C=N/N=C(N)N)=N\N=C(N)N,x,99,74,64,90,80,53,x
CCN=C=S,90,118,94,110,x,109,86,68
Cc1ccc(NC(=O)C(Cl)(Cl)Cl)cc1,102,91,98,111,x,110,93,x
Cc1cc(Br)cc(Br)c1,105,117,115,112,117,100,98,101
COc1ccc(Cc2nccc3cc(OC)c(OC)cc23)cc1OC,83,74,44,50,48,80,67,x
NC1CCCCC1,97&106,103&111,102&97,106&101,x,96&105,x,60
NC(Cc1cc(Br)c(O)c(Br)c1)C(=O)O (stereo not given),95,93,96,112,x,109,91,x
CCN(CC)c1ccc2c(c1)OC(N)=C(C#N)C2c1cc(OC)c2c(c1)OCO2 (stereo not given),20,24,27,42,42,7.9*,x,38
N[C@@H](C[C@@H]1CC(Br)=NO1)C(=O)O,90,82,96,85,92,98,84,89
COc1ccccc1[As](=O)(O)CC(O)COc1ccc(Cl)cc1Cl (stereo not given),110,111,110,149,108,102,106,x

# Single records, as listed above. Order of screens: A549/ATCC, MOLT-4, RPMI-8226, HOP-62, EKVX, M14, CCRF-CEM, HOP-92
# `COC(=O)C1=CCCN(C)C1` as listed: 101, 98&105, 106, 109, 99&98, 100&98, 102, 77
# `COc1cc(NC(C)CCCNC2CN3CCC2CC3)c2ncccc2c1` (stereo not given) as listed: 95, 74, 73, 76, 71, 51, 78, 47

# Some entries already given, reduced to M14, MOLT-4 and HOP-62.
SMILES | M14 | MOLT-4 | HOP-62
ClC1=C(Cl)C2(Cl)C3COCC3C1(Cl)C2(Cl)Cl (stereo not given) | 100 | 112 | 102
O=C1OC(c2cccnc2)=N/C1=C\c1cccnc1 | 91 | 93 | 99

# Sorted by formula weight (rising): 7 of the compounds above
SMILES,A549/ATCC,MOLT-4,RPMI-8226,HOP-62,EKVX,M14,CCRF-CEM,HOP-92
NC1CCCCC1,97&106,103&111,102&97,106&101,x,96&105,x,60
N#Cc1ccc(NC(=O)N2CC2)cc1,98,122,107,108,102,97,108,79
O=C1OC(c2cccnc2)=N/C1=C\c1cccnc1,110,93,80,99,x,91,109,86
NC(Cc1cc(Br)c(O)c(Br)c1)C(=O)O (stereo not given),95,93,96,112,x,109,91,x
CC[N+](C)(CC)CCOC(=O)C(O)(c1ccccc1)c1ccccc1,104,105,108,106,117,102,102,70
ClC1=C(Cl)C2(Cl)C3COCC3C1(Cl)C2(Cl)Cl (stereo not given),96,112,93,102,111,100,94,84
C[C@H]1[C@H](OC(=O)CCC(=O)N(CCCc2cn(-c3cc4ccc(O)cc4oc3=O)nn2)CCNc2ccnc3cc(Cl)ccc23)O[C@@H]2OC3(C)CC[C@H]4[C@H](C)CC[C@@H]1[C@@]24OO3,79,19,31,68,63,64,44,49

# New compounds follow:
SMILES,A549/ATCC,MOLT-4,RPMI-8226,HOP-62,EKVX,M14,CCRF-CEM,HOP-92
ClC1CCCCC1Cl (stereo not given),104,116,85,108,117,110,89,92
CCOP(=O)(OCC)/C(C#N)=C/c1ccc(Br)cc1,102,92,55,90,98,98,100,70
COc1ccc2c(c1OC)C(=O)O[C@@H]2[C@H]1c2cc3c(cc2CCN1C)OCO3,113&104,111&109,124&101,112&102,114&88,103,112&103,106&88
O=C(N/N=C/c1ccc(N(CCCl)CCCl)cc1)c1cc(=O)[nH]c(=O)[nH]1,106,x,87,x,115,103,67,x
C#Cc1ccc2c(c1)C(c1ccccc1)=NCC(=O)N2C,54,40,65,50,50,18,49,72
Cc1cc(C(C)(C)c2ccc(O)c(C)c2)ccc1O,76,79,94,97,85,106,127,110
CNC(=O)Oc1cc(C(C)C)ccc1Sc1ccc(C(C)C)cc1OC(=O)NC,64,27,51,76,69,89,37,89
COC(=O)C(Cl)(Cl)Cl,102,106,99,104,x,103,x,x
Cc1ccc(S(=O)(=O)F)cc1C(=O)O,98,100,100,98,x,110,97,118
O=C1C(Cl)=C(Cl)C1(Cl)Cl,106,118,108,119,x,118,109,x
CN1C(=O)NC(=O)C(N=Nc2ccc(Cl)cc2)C1=O (stereo not given),101,96,96,123,96,82,106,x
CCNC(Cc1ccc(OC)cc1)c1ccc(OC)cc1 (stereo not given),90,102,94,93,107,92,90,x
c1ccc2c(CN3CCOCC3)c[nH]c2c1,81,98,96,83,92,94,92,46
Cn1c(O)c(N=O)c(=O)n(C)c1=O,98&107,100&101,92&110,91&101,107&110,102&111,113&111,86&101
CCCCN(CCCC)CC(C)(O)c1ccccc1 (stereo not given),97,112,124,92,99,91,110,93
O=P(Oc1ccccc1)(Oc1ccccc1)Oc1ccccc1,84,75,95,96,100,110,111,64
N#CCCN1CC1,96,114,104,108,115,102,110,94
Nc1ccc(Br)cc1,100,96,97,98,95,98,96,x
CCC1C(=O)N(C)C(=O)N(C)C1=O,101,94,86,103,113,110,89,98
O=C1NC(=O)C(O)(c2c[nH]c3ccccc23)C(=O)N1,100,98,104,89,93,98,104,x
Cc1ccc(S(=O)(=O)SC(Cl)(Cl)Cl)cc1,100,100,102,106,x,100,95,x
O=C1CC(N2CC2)C(=O)N1c1ccccc1 (stereo not given),98,104,103,93,x,109,104,98
CC12CCC(=O)C=C1C(O)CC1C2CCC2(C)C(O)CCC12 (stereo not given),101,97,108,x,107,105,103,103
Cn1c(O)c(/C=C2\C=Nc3ccccc32)c(=O)n(C)c1=O,111,83,74,80,82,92,x,88
O=C1c2ccccc2-c2cc3ccccc3cc21,92,92,82,92,74,102,91,76
O=[P+](O)c1cccnc1,101,109,100,90,101,106,98,109
NCCc1cc(O)c(O)c(O)c1,104,97,105,103,x,110,104,109
CCN(CC)CC(=O)c1ccc(Br)cc1,101,106,103,x,103,107,104,103
C[N+]12CN3CN(CN(C3)C1)C2,99,123,88,88,96,103,74,71
COc1cc([N+](=O)[O-])c2ncccc2c1[N+](=O)[O-],98,26,46,105,102,66,23,96
COc1ccc(C(O)(C(=O)O)c2ccc(OC)cc2)cc1,72,87,78,91,85,86,80,95

# Assay outcomes (PubChem BioAssay)
